MEKK2mut PB1 HTS: signal of MEK5 binding to mutant human MEKK2 PB1 domain | percent response, % at 10 µM | actives 0.35% (n = 290,000) | bead flow cytometry, Alexa488-MEK5 binding to MEKK2 mutant; in the data active = percent response above about 24%, passing the limit was not always enough; note: inactives centre near 1; some results filed as inactive read as strong as hits
MEKK2wt PB1 HTS: raises or lowers MEK5 binding to wildtype human MEKK2 PB1 domain; actives 1.1% (n = 290,000); bead flow cytometry, Alexa488-MEK5 binding to MEKK2 WT; actives lie on both sides; Q9Y2U5; binding response (% of control), % at 10 µM; AID 1531; in the data active = binding response below about 67% or above about 130%
PfM18AAP inh: blocks P. falciparum M18 aspartyl aminopeptidase; recombinant PfM18AAP, H-Glu-NHMec fluorogenic cleavage; inhibition, % at 7.35 µM; actives 1.2% (n = 290,000); AID 1822;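 active = inhibition above the campaign mean inhibition over all tested compounds plus 3 SD, cut at about 28% in these data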;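 note: 0% = plate median of test compound wells and 100% = 2 mM ZnCl2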
UBC9 SUMO inh: SUMOylation inhibition | P63279 | HTRF SUMOylation assay, SAE1/SAE2 + UBC9, in vitro | inhibition, % at 35 µM | actives 0.36% (n = 290,000) | AID 2006; in the data active = inhibition above about 50%, passing the limit was not always enough; note: strong numbers were not always called active
Target sequence (P63279 whole entry, looked up): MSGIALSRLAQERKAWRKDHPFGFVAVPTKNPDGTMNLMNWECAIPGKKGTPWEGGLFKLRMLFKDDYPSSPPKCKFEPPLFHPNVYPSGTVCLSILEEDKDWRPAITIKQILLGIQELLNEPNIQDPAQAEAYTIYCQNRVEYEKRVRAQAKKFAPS
NS3 helicase inh: HCV NS3 helicase inhibition | NS3 helicase DNA unwinding, Cy5 molecular beacon fluorescence | inhibition, % at 10.9 µM | actives 0.56% (n = 290,000);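 active = inhibition above the mean of all tested compounds plus 3 SD, set per campaign, cut at about 35% in these data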;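 note: 0% = DMSO wells and 100% = thioflavine S control wells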
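Assay system: hepatitis C virus NS3 helicase domain fragment enzyme. Also added: annealed dual-labelled DNA beacon duplex, ATP-started. Timing: 1 h reaction at 25 °C, ATP-initiated. Technique: Cy5 fluorescence at 0 and 60 min, beacon hairpin quenching. Evaluation: % inhibition of unwinding. Replication: one well per compound.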
DNA FID counter: displaces DNA intercalator in HCV helicase counter-screen; DNA fluorescent intercalator displacement, fluorescence; inhibition, % at 7.9 µM; AID 1845; actives 0.17% (n = 290,000); in the data active = inhibition above about 37%;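 note: 0% = vehicle and 100% = reference compound; higher means more ethidium bromide displaced from hairpin DNA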
VIM-2 inh: inhibitors of Pseudomonas aeruginosa VIM-2 metallo-beta-lactamase | purified VIM-2, nitrocefin hydrolysis, epi-absorbance fluorescence | inhibition, % at 5.6 µM | actives 0.89% (n = 290,000) | AID 1527;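 active = inhibition above the mean of all tested compounds plus 3 SD, cutoff set per screening run, cut at about 7.5% in these data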;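 note: red hydrolysis product quenches plate fluorescence so inhibitors raise well fluorescence; 0% = enzyme with DMSO and 100% = DMSO without enzyme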
NALP1 yeast inh: blocks the NALP1 inflammasome reconstituted in yeast | S. cerevisiae NALP1/ASC/caspase-1 growth, X-gal OD620, 72 h | inhibition, % at 10 µM | actives 0.61% (n = 280,000) | AID 2071; in the data active = inhibition mostly above about 24%, no sharp cut-off; inactive = mostly below about 32%; note: some compounds called inactive have numbers as strong as hits
IMP-1 inhibitor: blocks Pseudomonas aeruginosa IMP-1 metallo-beta-lactamase; purified IMP-1, nitrocefin hydrolysis, epi-absorbance fluorescence; inhibition, % at 5.6 µM; actives 0.45% (n = 290,000);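 active = inhibition above the mean plus 3 SD of all compounds in the same screening run, cut at about 4.5% in these data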;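 note: 0% = IMP-1 with DMSO and 100% = DMSO wells lacking enzyme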
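Assay system: purified IMP-1; Quantity: IMP-1 0.2 nM before substrate addition; Medium: HEPES buffer pH 7.1 with ZnSO4 and Brij 35; Incubation: 15 min enzyme–compound preincubation, then 25 min nitrocefin reaction, 25 °C; Signal: fluorescence quenching readout, ex 480/em 530 nm; Controls: DMSO with and without IMP-1; Repeats: singlicate testing.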
* marks the source's active call; other numbers are inactive results; . = not tested or not shown; [ ] = remark or other dose.

A first look, 3 compounds:
The line under a structure holds: MEKK2mut PB1 HTS	MEKK2wt PB1 HTS	PfM18AAP inh	UBC9 SUMO inh	NS3 helicase inh	DNA FID counter	VIM-2 inh	NALP1 yeast inh	IMP-1 inhibitor
#1 O=C(NCc1ccc(OC(F)(F)F)cc1)C1CC2Cn3c(nc4ccccc43)C2N1c1ccccc1 (stereo not drawn)
    1	102	2	0	6	-14	-4.3	18	-1.1
#2 Nc1nc2n(n1)C1(CCCCC1)C1=C(CCCC1)N2
    -2	93	8	10	17	-9	-1.7	-4	-4.6
#3 CC1(C)CC(=O)c2cnc(NC(=O)Cc3ccc(Cl)cc3)nc2C1
    3	100	0	-10	3	-15	-2.2	-10	-0.3

Results, from the start:
The line under a structure holds: MEKK2mut PB1 HTS	MEKK2wt PB1 HTS	PfM18AAP inh	UBC9 SUMO inh	NS3 helicase inh	DNA FID counter	VIM-2 inh	NALP1 yeast inh	IMP-1 inhibitor
#1 O=C(NCc1ccc(OC(F)(F)F)cc1)C1CC2Cn3c(nc4ccccc43)C2N1c1ccccc1 (stereo not drawn)
    1	102	2	0	6	-14	-4.3	18	-1.1
#2 Nc1nc2n(n1)C1(CCCCC1)C1=C(CCCC1)N2
    -2	93	8	10	17	-9	-1.7	-4	-4.6
#3 CC1(C)CC(=O)c2cnc(NC(=O)Cc3ccc(Cl)cc3)nc2C1
    3	100	0	-10	3	-15	-2.2	-10	-0.3
#4 Cc1cc(-c2nnc(CCC(=O)NCc3cccc(C(F)(F)F)c3)o2)no1
    -10	93	-11	1	2	-21	-0.7	22	-0.1
#5 OCCC1CN(Cc2cccn2-c2cccnc2)CCN1C1CCCC1 (stereo not drawn)
    10	107	6	4	17	5	-2.3	-23	-1.7
#6 CC(=O)c1ccc(-n2nncc2C(C)(C)C)cc1
    -13	84	-1	0	8	0	-2.7	28	-0.8
#7 COc1ccccc1C1c2ccc3ccccc3c2Oc2ncn(CCCO)c(=N)c21 (stereo not drawn)
    6	121	-3	-17	-51	-6	-0.4	26	-0.8
#8 Cc1ccc(C(=O)c2coc3ccc(O)cc23)cc1
    7	102	4	4	-8	-16	-1.3	24	-2.4
#9 Cc1ccc(C)c(NC(=O)CN2C(=O)CC(C)S(=O)(=O)c3ccccc32)c1 (stereo not drawn)
    -1	97	1	-12	4	-16	-1.7	20	-0.1
#10 Cc1ccnc(NC(=O)c2cc(S(=O)(=O)N3CCCCC3)ccc2Cl)c1
    8	125	-3	9	6	-4	-2.3	40*	-2.5
#11 CC(C)(C)Cc1nnc(NS(=O)(=O)Cc2ccccc2)s1
    12	108	0	-3	6	-18	9.0*	6	-3.7
#12 COc1ccccc1C(C(=O)NCc1ccccc1)N(C(=O)c1csnn1)C1CC1 (stereo not drawn)
    8	104	2	6	0	-32	-4.7	-4	-5.5
#13 O=C(NCC(=O)N(CC1CCCO1)C(C(=O)NC1CCCCC1)c1ccccc1)c1cccs1 (stereo not drawn)
    -1	99	-2	2	4	-31	-0.9	-1	-2.2
#14 Cc1cc(=O)[nH]c(SCC(=O)NC(C)C2CC3CCC2C3)c1C#N (stereo not drawn)
    -1	101	3	3	-3	-14	-2.7	3	-1.6
#15 C=CCOc1c(Cl)cc(CNc2nccs2)cc1OC
    -13	88	-6	-13	-12	-11	0.3	6	-0.5
#16 CCOC(=O)Cn1nc(C)c(NC(=O)c2ccc(Br)o2)c1C
    -7	94	2	-2	4	-6	0.2	12	-0.4
#17 Cc1ccc(S(=O)(=O)N2CCCCC2)cc1C(=O)N1CCN(c2ccccn2)CC1
    -3	98	5	-2	6	-25	-1.5	11	-1.9
#18 Cc1cc(C)c2c(n1)sc1c(N3CCN(C)CC3)ncnc12
    -3	97	-11	29	5	-6	13*	.	-0.7
#19 CCn1c(SCC(=O)Nc2nc(-c3ccccc3)cs2)nnc1-c1ccccc1
    -6	83	0	-31	-18	-30	-2.3	-9	-2.0
#20 CC(/C=C1\SC(=S)N(CCCC(=O)Nc2ccc(C(=O)O)cc2)C1=O)=C\c1ccccc1
    -5	77	0	26	22	-15	-1.6	27	0.4
#21 Cn1nc(C(=O)NC2CCCCC2)c2c1-c1ccccc1SC2
    -1	97	4	7	20	-22	-0.9	14	-4.3
#22 O=C(O)C1CC1C(=O)Nc1cc(F)ccc1F (stereo not drawn)
    1	102	-4	5	7	3	-0.3	4	-1.3
#23 CC1CCN(C(=O)C2CCC(=O)N(Cc3ccc(Cl)cc3)C2)CC1 (stereo not drawn)
    1	104	-1	-10	7	-39	-0.7	13	-2.4
#24 Clc1ccc(Sc2ccccn2)cc1
    1	101	1	1	-9	2	0.4	16	-1.8
#25 Cn1c(N)c(C(C[N+](=O)[O-])c2c(F)cccc2Cl)c(=O)n(C)c1=O (stereo not drawn)
    5	106	28	-7	-1	-5	-2.6	44*	-1.4
#26 Cc1ccc(N2C(=O)CS(=O)C(c3ccccc3)C2=O)cc1C (stereo not drawn)
    -3	97	-57	-12	-2	-4	-1.8	-12	-1.9
#27 Oc1ccc2c(c1)c1c3n2CCNC3CCC1 (stereo not drawn)
    5	98	-10	4	15	-4	-2.5	13	-4.2
#28 C=C(C)CC1N(c2cccc(OC)c2)C(=O)C2C(C(=O)O)C3C=CC21O3 (stereo not drawn)
    3	104	-10	6	7	-14	0.6	-6	-1.7
#29 OCC(Cc1ccccc1)Nc1c2ccccc2nc2ccccc12 (stereo not drawn)
    -3	98	-1	6	-5	3	2.7	-11	0.2
#30 CN(Cc1c(C(=O)N/N=C/c2c(F)cccc2Cl)nnn1-c1nonc1N)c1ccccc1
    -3	91	-13	11	-13	-31	-0.5	7	0.7
#31 COc1ccc(C(=O)NC(=S)Nc2cccc3nc(C)ccc23)cc1OC
    -1	97	8	13	-2	-32	1.5	.	0.8
#32 CN(C)S(=O)(=O)c1cccc(N2C(=O)CC3(CCCCC3)CC2=O)c1
    4	100	0	18	6	-13	-3.7	-4	-2.8
#33 CCOC(=O)N1CCC(NC(=O)C2CCCN(c3nc4ccccc4o3)C2)CC1 (stereo not drawn)
    6	110	0	-10	-5	-29	0.4	-5	0.1
#34 Cc1ccc(CCNS(=O)(=O)c2cc3c(cc2Cl)NC(=O)CO3)cc1
    -3	93	2	-3	-9	-19	-1.1	14	-2.4
#35 CCCCN(C)CCNC(=O)CN1C(=O)CSc2ccc(S(=O)(=O)N3CCOCC3)cc21
    6	109	-3	.	8	6	-2.2	18	-1.9
#36 COc1cc(CC(=O)O)ccc1O
    5	108	.	-21	.	.	.	-3	.
#37 CN(c1ccccc1)S(=O)(=O)c1cc(C(=O)OCC(=O)N2CCN(C(=O)c3ccco3)CC2)ccc1Cl
    -1	100	-2	23	-12	-29	-1.3	-14	-2.2
#38 COc1ccccc1NC(=O)c1ccccc1NC(=O)c1ccccc1C(=O)O
    3	103	3	6	9	-8	0.2	28	-1.9
#39 COc1ccccc1C(=O)NNC(=O)c1nn(Cc2ccccc2)c(=O)c2ccccc12
    -6	94	2	18	-4	-16	-3.7	-16	-2.6
#40 COc1ccc(C(=O)Nc2ccnn2C2CCN(Cc3cn(C)nc3C)CC2)cc1
    9	115	0	4	-5	2	-0.3	20	-2.7
#41 CCOC(=O)N1CCC(Nc2nc3ccccc3n3cnnc23)CC1
    -43	0.0*[inhibitor]	3	.	4	-5	-2.7	.	-2.1
#42 O=C1CNC(=S)N1c1nc(-c2ccccc2)cs1
    0	96	0	-9	0	0	0.6	26	-3.0
#43 CS(=O)(=O)N(CC(=O)Nc1ccc(C(N)=O)cc1)C1CCCCC1
    -3	97	-11	20	1	-3	-2.2	-1	-0.7
#44 O=C(COC(=O)CCSc1ccc(Cl)cc1)NCc1ccc(Cl)cc1
    11	104	-2	-29	-2	-8	-1.8	22	-3.0
#45 CCOc1ccccc1NC(=O)COc1ccc(S(=O)(=O)N2CCCC2)cc1
    -9	95	-5	-15	6	-30	-1.4	8	-1.1
#46 CCCCN1CC(O)=C(c2nc(-c3ccc(Cl)cc3)cs2)C1=N
    -5	94	-4	10	-3	-1	-2.8	-8	-3.5
#47 CCOC(=O)C1CN(S(=O)(=O)c2ccc(OC)cc2)c2cc(S(=O)(=O)CC)ccc2O1 (stereo not drawn)
    -2	88	-3	0	-3	-23	-1.2	24	-1.9
#48 CCc1ccccc1OCCCCN1CCCCC1
    8	114	4	-8	-3	7	-2.0	2	-2.8
#49 CCN(CC)C(=O)C1CCCc2c1[nH]c1ccc(Cl)cc21 (stereo not drawn)
    -3	101	8	-14	-1	-13	0.0	5	-1.5
#50 Nc1[nH]c(N=NC(=O)c2ccccc2O)c2ccccc12
    -4	93	13	-4	1	-3	-4.4	27	-2.5
#51 Cc1cc(C)n(-c2cc(-n3nc(C)cc3C)ncn2)n1
    1	105	-8	3	-6	-8	-1.8	25	-1.5
#52 CC(=O)NCCc1nc2cc(NC(=O)COc3ccc(C)cc3)ccc2n1C
    3	101	-4	9	12	-19	-2.6	10	-0.8
#53 CC(=O)NC(Cc1ccccc1C)C(=O)NC1CCN(c2ncccc2[N+](=O)[O-])CC1 (stereo not drawn)
    12	106	-2	-8	-1	-6	-1.3	20	-2.2
#54 Cc1ccc(OCCNC(=O)c2cccc(Oc3ccc(C(F)(F)F)cc3[N+](=O)[O-])c2)cc1
    0	105	1	-42	-13	-5	0.8	19	-2.0
#55 COc1ccccc1CC(=O)Nc1ccc(S(=O)(=O)N2CCCC2)cc1
    -1	106	-1	2	-3	-21	-4.4	11	-1.8
#56 O=C(CSc1nnc(SCc2cccc3ccccc23)s1)N=Nc1c(O)[nH]c2ccccc12
    13	102	-4	6	0	-1	-1.4	17	-4.4
#57 Cc1ccc[n+](CC(=O)Nc2ccc([N+](=O)[O-])cc2)c1
    4	103	-11	15	0	7	-0.4	14	-1.8
#58 CCC(=O)N1CCc2cc(Br)cc(S(=O)(=O)NCCN3CCCC3)c21
    9	104	8	11	-7	-7	-2.0	6	-1.0
#59 COc1ccccc1NC(=O)NC(=O)N(C(C)C)S(C)(=O)=O
    -1	99	-4	2	8	-3	-4.4	-16	-4.3
#60 COc1ccc(CC(=O)c2cc(OC)c(OC)cc2CC(=O)O)cc1OC
    6	102	-11	7	21	-7	-0.1	1	-4.8

(next part)
The line under a structure holds: MEKK2mut PB1 HTS	MEKK2wt PB1 HTS	PfM18AAP inh	UBC9 SUMO inh	NS3 helicase inh	DNA FID counter	VIM-2 inh	NALP1 yeast inh	IMP-1 inhibitor
#61 COc1ccccc1NC(=O)COC(=O)C1C2CC3OC(=O)C1C3C2 (stereo not drawn)
    -2	101	-1	5	-2	-2	-3.9	-9	-2.3
#62 C1=Nc2c(Nc3ccccc3)ncnc2Oc2ccccc21
    2	101	-2	24	-8	-11	-2.7	-38	-3.0
#63 CC(C)(C)c1ccc(C(=O)Nc2cnccn2)cc1
    4	99	0	9	-11	-6	-5.8	0	-4.1
#64 CCOC(=O)Nc1ccc(C(=O)Oc2ccccc2)c(O)c1
    5	101	5	-7	2	-8	-2.0	2	-1.4
#65 O=C(O)C1Nc2c(C(=O)N3CCOCC3)cccc2C2C=CCC12 (stereo not drawn)
    -4	98	13	30	27	-31	-1.0	30	-3.2
#66 COc1ccc(S(=O)(=O)N2CCc3cc4c(cc3C2C)OCCCO4)cc1 (stereo not drawn)
    1	95	-1	-5	3	-36	-3.4	-6	-1.0
#67 COc1ccccc1-n1nc(C(=O)NCc2ccco2)c2ccccc2c1=O
    7	99	-2	-6	-5	-5	1.0	-4	-0.5
